Source: PubChem
M5 PAM – CHRM5 positive allosteric modulation. P08912. CHO-K1 hM5, Fluo-8 calcium, ACh EC20 PAM; 0% = ACh EC20, 100% = ACh EC100. activation, % at 3 µM. 360,000 compounds, 0.3% hits;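 active means activation above the run cutoff, the mean activation of all test compounds plus 3 SD, cut at about 18% in these data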
Target sequence (P08912 whole entry, looked up): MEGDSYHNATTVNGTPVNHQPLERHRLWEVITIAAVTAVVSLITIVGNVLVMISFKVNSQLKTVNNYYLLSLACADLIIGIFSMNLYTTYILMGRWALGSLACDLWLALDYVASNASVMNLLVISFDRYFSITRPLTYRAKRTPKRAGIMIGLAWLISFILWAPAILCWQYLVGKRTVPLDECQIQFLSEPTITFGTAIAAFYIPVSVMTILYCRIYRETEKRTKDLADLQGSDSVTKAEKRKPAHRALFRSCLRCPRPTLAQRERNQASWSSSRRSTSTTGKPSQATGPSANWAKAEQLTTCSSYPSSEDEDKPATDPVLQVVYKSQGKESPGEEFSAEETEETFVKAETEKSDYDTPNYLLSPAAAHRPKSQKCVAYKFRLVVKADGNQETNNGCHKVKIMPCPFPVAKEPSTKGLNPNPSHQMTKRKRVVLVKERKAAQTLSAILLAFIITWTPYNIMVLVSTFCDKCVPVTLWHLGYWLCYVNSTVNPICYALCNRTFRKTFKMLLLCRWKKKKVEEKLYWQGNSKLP
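Assay system: CHO-K1 hM5 cells. Also added: acetylcholine at EC20 concentration, added after compound. Dosing: 3 µM, single dose. Times: compound preincubation 140 s before EC20 acetylcholine addition. Signal: Fluo-8 calcium fluorescence. Measure: % activation relative to EC20 and EC100 ACh responses. Repeats: singlicate, one well per test compound.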
M4 PAM – CHRM4 positive allosteric modulation; P08173; CHO-K1 hM4/Gqi5, Fluo-8 calcium fluorescence, ACh EC20; 0% = ACh EC20, 100% = maximal ACh; activation, % at 3 µM; 360,000 compounds, 0.4% hits; AID 624126;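 active means activation above its plate's cutoff, the mean activation of sample wells plus 3 SD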; further: some results filed as inactive read as strong as hits
Target sequence (P08173 whole entry, looked up): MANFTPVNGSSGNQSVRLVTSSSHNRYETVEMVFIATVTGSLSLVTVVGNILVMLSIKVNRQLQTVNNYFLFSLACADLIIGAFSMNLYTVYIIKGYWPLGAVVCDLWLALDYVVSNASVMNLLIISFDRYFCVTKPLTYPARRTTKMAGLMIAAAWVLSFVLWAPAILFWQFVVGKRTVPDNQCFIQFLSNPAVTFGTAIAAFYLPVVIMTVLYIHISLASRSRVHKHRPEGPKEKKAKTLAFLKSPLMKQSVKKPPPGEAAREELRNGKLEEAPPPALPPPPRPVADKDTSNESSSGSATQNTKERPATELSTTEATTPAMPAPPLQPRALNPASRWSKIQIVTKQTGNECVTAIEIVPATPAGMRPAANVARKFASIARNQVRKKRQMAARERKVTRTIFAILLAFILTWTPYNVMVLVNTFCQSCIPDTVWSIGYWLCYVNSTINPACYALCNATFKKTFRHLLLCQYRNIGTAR
M5 antag – antagonists of human muscarinic M5 receptor (CHRM5) | inhibition, % at 3 µM | 360,000 compounds, 0.59% hits | CHO-hM5 cells, Fluo-8 calcium fluorescence, ACh EC80 | P08912 | AID 624040;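 active means inhibition above a per-plate cutoff, the mean of that plate's test compounds plus 3 SD, cut at about 27% in these data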;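 further: 0% = acetylcholine EC80 with DMSO and 100% = DMSO without agonist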
CHRM4 antagonist – blocks acetylcholine activation of human M4 receptor; CHO-hM4 cells, ACh EC80, Fluo-8 calcium fluorescence; 360,000 compounds, 0.73% hits; AID 624125; P08173; inhibition, % at 3 µM;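 active means inhibition above its plate's cutoff, the mean inhibition of sample wells plus 3 SD, cut at about 27% in these data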;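 further: 0% = acetylcholine EC80 with DMSO and 100% = DMSO without agonist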
CHRM5 agonist – CHRM5 agonism in calcium assay; P08912; CHO-K1 hM5 cells, Fluo-8 calcium fluorescence; 0% DMSO wells, 100% maximal acetylcholine response; activation, % at 3 µM; 360,000 compounds, 0.19% hits; AID 624037;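 active means activation above the run's mean over test compounds plus 3 SD, cut at about 23% in these data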;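 further: signal is peak over basal fluorescence ratio across the kinetic read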
CHRM4 agonist – agonists of human muscarinic M4 receptor (CHRM4) | P08173 | CHO-K1 hM4/Gqi5, Fluo-8 calcium fluorescence; vehicle 0%, full acetylcholine response 100% | AID 624127 | activation, % at 3 µM | 360,000 compounds, 0.14% hits;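 active means activation above the run mean over all test wells plus 3 SD, cut at about 32% in these data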;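 further: peak over basal fluorescence ratio per well then scaled between controls; 0% = DMSO wells and 100% = acetylcholine at EC100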
IDE inh – inhibits human insulin-degrading enzyme in HEK cells; P14735; FAbetaB cleavage, fluorescence polarization; inhibition, % at 5.59 µM; 320,000 compounds, 0.41% hits; AID 434962;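 active means percent inhibition above the average of all tested compounds plus 3 SD, set per screening campaign, cut at about 16% in these data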;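 further: IDE supplied by intact live HEK cells; FP after avidin binding of uncleaved biotin substrate so inhibition keeps polarization high; 0% = DMSO wells and 100% = 60 µM reference IDE inhibitor Ii1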
CRFBP-R2 block – CRF-BP/CRF-R2 complex antagonism. inhibition, % at 11.8 µM. HEK293 CRF-R2/CRF-BP, CRF-induced calcium fluorescence. 350,000 compounds, 0.59% hits;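 active means inhibition of the ligand-induced calcium signal above about 50% at the single tested concentration, limit read from the data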
CRFR2-BP ag – agonists of human CRF-binding protein/CRF-R2 receptor complex | HEK293 CRF-R2/CRF-BP, calcium dye fluorescence (FLIPR); percent of saturating CRF peptide response | activation, % at 13.2 µM | 350,000 compounds, 0.46% hits | AID 588473;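 active means activation of at least 50%, plus an integration ratio under a set limit after plate pattern correction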;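 further: plate controls were neutral control wells without compound for no effect and CRF at EC100 for full effect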
* = called active by the depositor; x = not tested or not shown.

SMILES	M5 PAM	M4 PAM	M5 antag	CHRM4 antagonist	CHRM5 agonist	CHRM4 agonist	IDE inh	CRFBP-R2 block	CRFR2-BP ag
O=C(/C=C1\NCC2c3ccccc3CCN2C1=O)c1ccccc1 (stereo not given)	-1	2	4	1	-1	1	-2	18	-1.1
O=C(NCCS(=O)(=O)N1CCN(c2ccccc2F)CC1)c1ccco1	-4	0	4	0	1	1	3	10	0.1
COc1ccc2oc(=N)c(C(=O)Nc3cccc(C)c3C)cc2c1	4	5	6	3	1	-1	-7	0	-0.3
O=C1N=c2ccccc2=C1c1c(O)[nH]c2c(C(F)(F)F)cccc12	2	-10	4	9	3	1	-5	2	2.1
CCOC(=O)c1cc2sc(C)cc2n1CCCN1C(=O)c2ccccc2C1=O	9	3	1	9	-10	0	-4	-6	0.2
CC(Oc1ccc(F)cc1)C(=O)Oc1ccc(N(C)S(=O)(=O)c2ccccc2)cc1 (stereo not given)	-3	0	3	-1	-1	2	2	-1	5.4
O=C(NCc1ccc2c(c1)OCO2)C1CC(=O)N(c2ccc(Cl)cc2)C1 (stereo not given)	3	-4	-4	-4	-2	0	-5	8	-1.1
Cc1ccc(OCC(=O)NNC(=O)c2cc3ccccc3o2)cc1	0	1	-1	6	-2	0	-5	-20	0.9
O=C(c1cc(C(=O)NCCc2ccccc2)c(=O)n(CCc2ccccc2)c1)c1cc(Cl)ccc1O	-3	-7	5	5	0	4	-2	-7	2.0
CSCC[C@H](NC(=O)OC(C)(C)C)C(=O)N1CCC(C(=O)NCC(=O)Nc2ccc(C)cc2)CC1	-3	0	-2	-8	-3	-1	-9	8	-2.3
CN(C)c1nn2c(-c3ccccc3)nnc2o1	3	6	6	-21	3	0	x	-13	1.3
CCCc1nnc(NC(=O)COc2ccc3c(c2)OCO3)s1	-2	-3	9	5	-2	-1	-3	-7	0.3
Cc1c(C#N)c2ccccc2n1CC(=O)NCCc1c[nH]c2ccccc12	-16	-8	7	10	7	11	3	-10	1.5
O=C(COC(=O)C1CCN(c2ccc(C(F)(F)F)cn2)CC1)NC1CCCCC1	-1	4	5	-13	-1	5	-3	6	-1.0
CSc1ccccc1NC(=O)c1ccccc1C	4	7	4	-1	-6	0	4	8	-5.8
Cc1c(Cl)cccc1NC(=O)C(=O)NNS(=O)(=O)c1ccc(F)cc1	2	11	-3	-5	-5	1	-3	-4	-0.8
COc1cccc(-c2nnn(CCC(=O)O)n2)c1	-1	-5	9	11	1	0	3	12	1.1
NC(=O)NN=C1C2CCCC1C(c1ccccc1)NC2c1ccccc1 (stereo not given)	-18	-14	4	49*	2	-1	-3	-18	-2.0
O=C1C2C(C(=O)N1Cc1ccco1)C1C=CC2C12CC2 (stereo not given)	-6	-1	-2	0	-4	1	5	31	-1.1
CC1(C)CC2CC(C)(CN2C(=O)c2cccs2)C1 (stereo not given)	1	-2	5	-4	-5	0	1	-13	0.8
CC(C)C[C@H](NC(=O)c1nc[nH]c1C(=O)N1CCc2ccccc2C1)C(=O)OCc1ccccc1	0	13	4	-3	0	4	5	-5	2.5
O=C(CCl)NN1C(=O)NC(c2ccccc2)(c2ccccc2)C1=O	10	1	-2	0	-6	-1	-2	2	0.2
COc1ccc(-c2cc(C(=O)OCC(=O)NC3CC3)c3ccccc3n2)cc1	-5	7	1	-2	2	7	0	-5	-0.1
CCc1c(C)sc(NC(=O)c2cccs2)c1C(N)=O	-9	3	4	-1	2	2	0	-7	-1.0
O=C1c2ccccc2C(=O)N1CCC#Cc1ccc2cc(C3(O)CCCCC3)oc(=O)c2c1	-11	-7	16	7	-1	13	0	-4	1.8
O=C(Cc1nnc(NC(=O)c2ccccc2)s1)N/N=C/c1ccco1	-1	0	1	11	4	0	-4	-36	0.3
C=CCC1c2cccc(C(=O)O)c2C(=O)N1c1cccc(C)c1 (stereo not given)	-1	2	-2	-2	2	0	4	-3	-1.3
Cc1ccc(NS(=O)(=O)c2cccc(C(=O)NNC(=O)c3cccn3C)c2)c(C)c1	-1	7	7	6	-2	3	1	-10	0.4
COc1cc(/C=C(\NC(C)=O)C(=O)O)cc(OC)c1OC	-8	-5	13	2	-4	0	3	0	-3.4
COC(=O)c1ccccc1NC(=O)COC(=O)Cc1ccc(S(=O)(=O)N2CCOCC2)s1	-10	-3	7	5	0	11	x	8	1.6
C=CCn1c(=N)n(CC(=O)c2ccc(Cl)cc2)c2ccccc21	-13	-9	11	9	-2	18	-2	-6	-1.1
CCN(CC)S(=O)(=O)c1cc(NC(=O)CCCOc2ccc(C(C)=O)cc2)ccc1C	-11	-4	1	-2	2	10	0	6	1.6
O=C(Nc1c(-c2ccc(Cl)cc2)[nH][nH]c1=O)c1ccccc1Cl	-2	6	0	-8	4	5	x	x	x
CC(C)C[C@H]1CN=C(Nc2ccccc2)N1CCC1CCCCC1	1	-2	2	-12	-1	5	1	-6	-0.6
CCc1nnc(NC(=O)CCC(=O)N2CCN(C3CCCCC3)CC2)s1	-1	-1	-1	4	-1	1	0	11	-1.0
COC(=O)CCC/C=C1/SCC(NC(=O)c2ccccc2)C1NC(C)=O (stereo not given)	13	4	-1	4	1	1	0	20	-3.6
CCOC(=O)CSc1nc(C(C)C)nc2ccccc12	-1	4	3	-2	-2	-1	6	2	0.4
COc1ccc2c(c1)c(C(C)=O)c(C)n2CCc1ccccc1	-3	-2	1	-8	0	9	-1	-10	-2.5
O=C1CN(C(=O)COC(=O)c2cccc(Br)c2)c2ccccc2N1	5	5	6	-3	-2	3	-2	-11	0.4
CCC(Cc1ccccc1)NC(=O)CSc1ccsc1[N+](=O)[O-] (stereo not given)	-10	-4	-2	-5	-10	2	2	4	-0.5
COc1ccc(C(=O)OCC(=O)Nc2ccc(OC(F)F)cc2)c(OC)c1	0	2	-1	3	-3	-1	5	11	-3.3
CCOC(=O)N1CCN(C(=O)Cn2ncc3c2-c2ccccc2OC3)CC1	0	15	-4	-22	2	2	5	-54	-0.2
NC(=O)CC(NC(=O)c1ccccc1)c1ccc(N2CCC(N3CCCC3)CC2)c([N+](=O)[O-])c1 (stereo not given)	7	5	9	1	1	0	2	-8	0.6
N/C(=N\OC(=O)COc1ccc2ccccc2c1)c1ccncc1	-7	-6	9	2	2	10	0	8	0.3
O=C(NCc1cccs1)c1cccnc1SCCS(=O)(=O)c1ccc(C(F)(F)F)cn1	-2	-4	19	1	-1	7	4	-6	0.9
COc1ccccc1CCC(=O)Oc1ccc(C#N)cc1OC	3	11	6	-5	-6	1	x	2	-0.4
COC(=O)CN(C#N)c1nc(NCc2ccccc2)nc(OC)n1	1	3	0	-2	1	2	x	-10	-1.9
CN(CCc1ccccc1)C(=O)c1cccc(NC(=O)Cc2cccc(NC(=O)C3CCN(C(=O)C4CCC4)CC3)c2)c1	-3	8	-1	-22	-1	-1	x	18	-1.2

Entries listed so far marked active in CHRM4 antagonist.
SMILES	M5 PAM	M4 PAM	M5 antag	CHRM4 antagonist	CHRM5 agonist	CHRM4 agonist	IDE inh	CRFBP-R2 block	CRFR2-BP ag
NC(=O)NN=C1C2CCCC1C(c1ccccc1)NC2c1ccccc1 (stereo not given)	-18	-14	4	49*	2	-1	-3	-18	-2.0

(cont.)
SMILES	M5 PAM	M4 PAM	M5 antag	CHRM4 antagonist	CHRM5 agonist	CHRM4 agonist	IDE inh	CRFBP-R2 block	CRFR2-BP ag
C=CCNc1nc2c(c(=O)[nH]c(=O)n2C)n1CCCCC	6	0	-7	3	1	1	2	32	1.5
Cc1c2cnn(CC(=O)Nc3cccc(C(F)(F)F)c3)c(=O)c2c(C)n1Cc1ccccc1F	4	0	0	-3	-2	1	-1	12	-0.1
Cc1cc([N+](=O)[O-])ccc1NC(=O)C(C)NC1CCCCC1 (stereo not given)	1	1	-3	-6	4	1	0	-1	-1.4
CCCn1nnc(NC(=O)c2cc3ccccc3o2)n1	-2	9	2	-10	-1	1	-2	-9	-0.6
CCC1CCCN1Cn1cnc2c([nH]c3ccc(OC)cc32)c1=O (stereo not given)	-2	6	1	-6	-1	1	5	-38	-1.1
O=C(Nc1ccc(Cl)cc1)/C(=C1\CCCN1)[N+](=O)[O-]	8	-6	3	0	3	2	1	3	2.8
CCOCCOC(=O)C1=C(C)N(C)C(=O)NC1c1ccccc1Cl (stereo not given)	-6	4	5	0	-1	1	-3	0	-1.5
CCC(C)N(C(=O)Cn1nnc2ccccc21)C(C(=O)NCc1ccco1)c1cccc(OC)c1 (stereo not given)	2	-2	-8	-3	0	0	3	1	-2.6
C=CCn1c(SCC#N)nc2c(c1=O)C(C)(C)Cc1ccccc1-2	-2	-4	1	-2	-5	1	9	17	0.6
COC(=O)Cc1ccc2oc(-c3cccnc3)nc2c1	0	11	3	-7	2	1	1	-2	4.2
Clc1ccc(-c2nnc3n2CCCS3)cc1	1	10	-10	19	3	0	4	6	0.0
COc1ccc(C(=O)Nc2ccncc2)c(OC)c1	3	1	-9	-4	-5	0	0	4	-0.9
Cc1cccc(C)c1NC(=O)NN(C(=O)c1ccccc1)C(C)(C)C	0	6	7	13	-2	1	-3	3	5.4
CCOC(=O)c1cnc2c(C)c(C)ccc2c1Nc1ccc(S(=O)(=O)Nc2ncccn2)cc1	-2	-3	0	-2	0	2	1	5	-0.7
CCOc1ccc(S(=O)(=O)N2CCC(C(=O)N3CCc4ccccc4C3)CC2)cc1	1	-9	0	5	2	5	0	6	0.7
COc1ccccc1NC(=O)NCC(c1ccco1)N1CCCCC1 (stereo not given)	-8	0	8	9	-7	1	8	6	-0.8
COC(=O)c1sccc1NC(=O)c1cc(-c2ccc(C)cc2C)nc2ccccc12	4	-3	1	-8	-4	2	-1	-13	4.8
Fc1cccc(CSc2ncnc3c2ncn3C2CCCCO2)c1 (stereo not given)	-7	4	-3	-9	7	4	x	6	1.7
CCOc1ccc(CN(C)CC(=O)NNC(=O)c2ccc(Cl)cc2)cc1OC	-2	-6	0	16	-2	0	2	7	-1.4
O=C(CN1C(=O)NC2(CCCCC2)C1=O)N1CCN(S(=O)(=O)c2ccccc2)CC1	10	9	-2	-10	1	1	1	-3	-1.6
COc1ccc(S(=O)(=O)N2CCN(C(=O)COc3ccc(C)c(C)c3)CC2)cc1OC	-7	-9	19	-1	-2	5	-4	13	-2.7
COc1ccccc1C/C(N)=N/OC(=O)c1cccc([N+](=O)[O-])c1	-1	4	15	-4	-7	0	4	2	-3.0
O=C(NNC1CC(=O)N(c2ccc(Cl)cc2)C1=O)c1ccccn1 (stereo not given)	4	-1	-1	-1	-1	1	2	-10	2.0
O=C(CSc1ccc(F)cc1)N1CCC(c2nc3ccccc3s2)CC1	-8	-9	1	-3	4	11	4	2	-2.1
CCC1(CC)C(=O)NN(c2ccccc2)C1=O	-2	7	3	0	-1	0	3	27	1.0
COC(=O)N1C(=O)[C@@](Cc2ccccc2)(c2ccccc2)N1C(=O)OC	-1	1	6	1	-1	0	7	-11	5.1

Reprinted from the listing (3 entries):
SMILES	M5 PAM	M4 PAM	M5 antag	CHRM4 antagonist	CHRM5 agonist	CHRM4 agonist	IDE inh	CRFBP-R2 block	CRFR2-BP ag
Cc1cccc(C)c1NC(=O)NN(C(=O)c1ccccc1)C(C)(C)C	0	6	7	13	-2	1	-3	3	5.4
CCOC(=O)c1cnc2c(C)c(C)ccc2c1Nc1ccc(S(=O)(=O)Nc2ncccn2)cc1	-2	-3	0	-2	0	2	1	5	-0.7
CCOc1ccc(S(=O)(=O)N2CCC(C(=O)N3CCc4ccccc4C3)CC2)cc1	1	-9	0	5	2	5	0	6	0.7
